UGM FP inh: Mtb UDP-galactopyranose mutase inhibition; purified UGM, fluorescence polarization probe displacement; inhibition, % at 10 µM; hit rate 0.06% among 320,000; AID 504406; in the data active means inhibition above about 10%, passing the limit was not always enough; inconclusive means no clear call, values can overlap the other calls
Target sequence (P9WIQ1 whole entry, looked up): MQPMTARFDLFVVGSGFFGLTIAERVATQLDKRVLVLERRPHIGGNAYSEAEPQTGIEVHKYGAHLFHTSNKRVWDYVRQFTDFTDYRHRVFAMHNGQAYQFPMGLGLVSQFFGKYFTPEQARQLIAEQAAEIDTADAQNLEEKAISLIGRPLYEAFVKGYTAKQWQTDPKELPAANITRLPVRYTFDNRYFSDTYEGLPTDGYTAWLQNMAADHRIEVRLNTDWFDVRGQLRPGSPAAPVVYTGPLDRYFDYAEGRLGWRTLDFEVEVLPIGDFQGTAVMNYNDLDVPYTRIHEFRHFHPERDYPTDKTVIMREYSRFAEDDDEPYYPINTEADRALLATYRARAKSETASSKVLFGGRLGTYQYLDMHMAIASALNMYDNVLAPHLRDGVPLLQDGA
BioA inh: BioA (M. tuberculosis) enzyme inhibition; hit rate 0.096% among 360,000; purified M. tuberculosis BioA enzyme, plate reader; AID 602481; inhibition, % at 9.99 µM; in the data active means inhibition above about 40%; inconclusive means no clear call, values can overlap the other calls
GDH-TPI counter: inhibits GDH-TPI coupling enzymes, artifact for Mtb FBA screen; hit rate 1.2% among 360,000; AID 588335; GDH-TPI coupled enzyme counterscreen, NADH absorbance; inhibition, % at 4.8 µM;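 further: 0% = DMSO wells and 100% = wells lacking the enzyme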
FBA Mtb inh: Mtb fructose-bisphosphate aldolase inhibition | P9WQA3 | purified M. tuberculosis FBA, fluorescence read-out | AID 588726 | hit rate 2.3% among 360,000 | inhibition, % at 1 µM; in the data active means inhibition above about 27%;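 further: 0% = vehicle and 100% = reference inhibitor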
Target sequence (P9WQA3 whole entry, looked up): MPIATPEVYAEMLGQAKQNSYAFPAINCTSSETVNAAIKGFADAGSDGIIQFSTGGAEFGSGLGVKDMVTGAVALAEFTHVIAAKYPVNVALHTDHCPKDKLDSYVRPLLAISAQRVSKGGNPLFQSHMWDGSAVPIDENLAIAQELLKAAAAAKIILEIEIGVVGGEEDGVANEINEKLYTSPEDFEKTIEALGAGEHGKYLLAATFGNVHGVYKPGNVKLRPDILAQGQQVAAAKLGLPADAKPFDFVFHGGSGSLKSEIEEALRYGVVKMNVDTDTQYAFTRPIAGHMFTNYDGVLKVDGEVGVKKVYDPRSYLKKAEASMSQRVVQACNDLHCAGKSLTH
BoNT A protease: BoNT A light chain protease inhibition | multiplex microsphere protease substrate cleavage, flow cytometry | inhibition, % at 10 µM | hit rate 0.17% among 360,000 | AID 588499; in the data active means inhibition above about 30%; inconclusive means no clear call, values can overlap the other calls; further: plate controls were buffer without enzyme for full effect and enzyme alone for no effect
FadD28 FP inh: blocks FadD28 binding to the bisubstrate probe | fluorescence polarization | inhibition, % at 12.5 µM | hit rate 0.22% among 360,000 | AID 588549; in the data active means inhibition above about 8.5%, passing the limit was not always enough; inconclusive means no clear call, values can overlap the other calls
BoNT F protease: blocks Botulinum neurotoxin F light chain protease | Multiplex microsphere protease cleavage assay, flow cytometry | inhibition, % at 10 µM | hit rate 0.22% among 360,000 | AID 588497; in the data active means inhibition above about 35%, passing the limit was not always enough; inconclusive means no clear call, values can overlap the other calls; further: plate controls were buffer without enzyme for full effect and enzyme alone for no effect
PrPC TRFRET: reduces human prion protein on the cell surface; cell surface PrPC, TR-FRET read-out; inhibition, % at 13.8 µM; hit rate 0.43% among 370,000; AID 720596; P04156; in the data active means inhibition above about 24%; further: 0% = median of the test wells and 100% = reference compound wells
CCHF vOTU inh: blocks the CCHF virus ovarian tumor domain protease; CCHFV vOTU protease, Pep-AMC fluorescence; inhibition, % at 11.5 µM; hit rate 0.55% among 370,000; further: 0% = vehicle wells with enzyme and 100% = no enzyme wells
Numbers without * were called inactive; u = inconclusive; x = not tested or not shown; & = joins results of further samples. Unless noted, no stated cut-off is given here; in the data, active means inhibition above about 30%; inactive means the rest. Compounds were not picked by outcome. About 4.8% of those tested had a hit in this group.

Values in the order: UGM FP inh, BioA inh, GDH-TPI counter, FBA Mtb inh, BoNT A protease, FadD28 FP inh, BoNT F protease, PrPC TRFRET, CCHF vOTU inh
1) Cc1c(Cl)c([N+](=O)[O-])nn1CCCC(=O)NC(C)c1ccccc1 (stereo not drawn)
    3.6, 0.4, 23.5, -1.6, 0.4, -0.7, -1.1, -67.3, 5.8
2) O=C(O)c1cc(S(=O)(=O)NC2CCCc3ccccc32)ccc1O (stereo not drawn)
    0.4, 0.1, 5.0, 15.2, 3.0, -5.4, 49.0*, 3.1, 1.8
3) Cc1nc(C(=O)Nc2ccc(F)cc2)nn1-c1ccc([N+](=O)[O-])cc1
    -3.0, 20.8, 11.6, 0.4, -0.6, -2.6, -0.5, -0.2, -6.7
4) O=C(OCc1csc(-c2ccccc2)n1)C1=NN(c2ccccc2)C(=O)CC1
    -1.1, 0.6, 1.1, -2.7, 0.1, -3.6, -0.3, 9.7, 5.2
5) CCOC(=O)N1CCC(NC(=O)CS(=O)(=O)Cc2nc(-c3cccc(Cl)c3)oc2C)CC1
    -0.5, -0.5, -6.0, 1.2, 1.7, -3.9, -8.1, -1.3, -4.8
6) O=C(Oc1ccc(OC(=O)c2ccncc2)cc1)c1ccncc1
    -3.9, -1.8, 7.5, -1.7, -1.3, -2.0, -1.9, 9.7, 13.6
7) COc1ccccc1CN1CC(C(=O)N2CCCCO2)CCC1=O (stereo not drawn)
    5.1, -1.6, -5.0, -0.5, -0.2, -0.7, 11.1, 4.2, 13.2
8) CCN(CCCNC(=O)c1[nH]c(C)c(C(C)=O)c1C)c1cccc(C)c1
    -1.9, 12.8, -0.4, -3.2, -1.1, -0.9, -16.3, 3.0, 7.3
9) Cc1ccc(S(=O)(=O)NCCC(=O)NNC(=O)C2COc3ccccc3O2)cc1 (stereo not drawn)
    -0.6, 0.5, 0.0, 1.5, 5.0, -1.9, 3.3, 5.2, -10.8
10) CCCC(=O)Nc1cc(S(=O)(=O)N2CCOCC2)ccc1N1CCCCC1
    0.7, x, 6.1, 2.7, 0.2, 1.3, -1.5, 6.5, 2.7
11) CCC(C)NC(=O)C1CCN(S(=O)(=O)c2ccc(-n3cnnn3)cc2)CC1 (stereo not drawn)
    -0.8, -0.5, 5.5, -0.2, 0.9, 1.8, -5.0, -4.8, -3.7
12) COc1ccccc1N1CCN(C(=O)c2cc(-c3ccccc3)nc3c2cnn3C(C)C)CC1
    x, -0.3, 4.5, 2.0, -0.6, -1.3, 1.3, -7.7, 1.6
13) CCN(CC)C(=O)Cn1cc(C(=O)C(=O)N2CCN(c3ccc([N+](=O)[O-])cc3)CC2)c2ccccc21
    -2.8, 0.6, 24.6, -2.7, -1.6, -1.3, 3.4, -21.3, 22.7
14) O=C(N/N=C/c1ccccc1O)C1CC(=O)N(c2ccc(Cl)cc2)C1 (stereo not drawn)
    1.2, 0.4, -3.8, 3.0, 1.2, -3.2, -4.3, 1.1, -8.4
15) CCOC1=C2CN(S(=O)(=O)c3ccc(C)cc3)[C@H](c3ccccc3)C[C@@H]2N(S(=O)(=O)c2ccc(Br)cc2)[C@H](c2ccccc2)C1
    x, -1.3, x, -1.2, 0.4, -1.2, 11.9, 1.4, -11.2
16) Cc1ccc(-c2cn(C[C@H]3CC[C@@H]([C@@H]4CC[C@H](Cn5cc(-c6ccc(C)cc6)nn5)O4)O3)nn2)cc1
    -0.1, -0.7, -3.9, 0.1, -0.3, -0.5, -0.2, -3.3, 8.5
17) O=C(c1ccc(Cn2cc([N+](=O)[O-])cn2)o1)N1CCCC1
    x, 0.2, -17.2, -0.6, 1.0, -1.5, 0.2, -1.3, -13.0
18) CCOc1cc(C2NC(=O)NC(c3ccccc3)=C2C(C)=O)ccc1OC(C)=O (stereo not drawn)
    0.9, 0.8, 9.3, -1.7, -0.7, 0.3, -4.1, -2.2, 13.7
19) CCc1cc(-c2[nH]ncc2-c2ccc3c(c2)OCO3)c(O)cc1O
    1.0, 5.6, 4.8, 1.8, 0.5, -0.1, -6.8, -3.7, 2.3
20) COc1ccc(OC)c(C(c2nnnn2C2CCCC2)N2CCN(c3ccccc3F)CC2)c1 (stereo not drawn)
    0.3, 0.0, 4.1, 2.5, 0.2, 0.3, 2.5, 19.1, 2.5
21) Cc1ccc(CCNC(=O)C2CC(c3ccc(C(F)(F)F)cc3)=NO2)cc1 (stereo not drawn)
    -2.0, 0.7, 9.0, 4.4, 0.1, -0.8, -4.7, 2.9, 16.1
22) CC(C)c1onc(C(=O)N(C)Cc2ccccc2)c1[N+](=O)[O-]
    0.5, -1.0, -2.2, 1.9, -0.2, -1.2, 6.3, 0.5, 1.9
23) O=C(CC12CC3CC(CC(C3)C1)C2)Nc1ccccc1N1CCOCC1
    -1.5, 0.2, 3.5, 6.0, -2.4, -1.1, -2.8, -2.0, -5.3
24) OC(CNC1CCCC1)COCCOc1ccc(Br)cc1 (stereo not drawn)
    -1.9, x, 3.6, -0.9, -0.1, -2.6, -3.4, 7.3, 16.0
25) Cc1csc(NC(=O)c2cc(=O)[nH]c3ccccc23)n1
    1.1, -0.9, 19.5, 11.1, 1.7, -4.1, 2.9, 5.4, -4.0
26) CC(=O)NNc1nc(-c2ccccc2)cs1
    0.9, x, -2.5, -1.9, 0.5, 0.0, -6.8, -2.8, -1.4
27) NC(=O)C1CC(=O)N(c2ccc(OCc3ccccc3Cl)cc2)C1 (stereo not drawn)
    0.5, x, 2.7, -0.3, 0.0, -0.5, -7.9, 1.9, -7.7
28) CCOc1cc(C(=O)N2CCN(c3ccccc3)CC2)cc(OCC)c1OCC
    -0.8, 4.7, -1.9, 2.0, -0.4, -1.5, 3.6, -0.5, 3.3
29) COc1cc2c(cc1OC)CN(c1ccc(C(N)=O)cc1[N+](=O)[O-])CC2
    -1.7, x, -2.2, 4.9, 0.2, x, -10.5, -33.1, 16.7
30) COc1ccc(N2CCN(C3CCCN(C(=O)CSC)C3)CC2)cc1 (stereo not drawn)
    -1.7, -0.7, -3.7, -0.1, -0.4, -2.0, u, 2.5, -11.7
31) Clc1ccccc1OCc1nn[nH]n1
    1.4, x, -1.9, 2.0, u, -2.8, u, -5.2, -2.2
32) CN(C)N1C(N)=C(C#N)C(c2cccs2)C2=C1CCCC2=O (stereo not drawn)
    0.2, x, 13.1, 1.7, -1.9, -1.1, -11.2, -5.3, 0.3
33) O=c1cc(CN2CCN(Cc3ccccc3)CC2)c2ccc(O)c(O)c2o1
    -2.2, -0.3, 12.0, 5.3, 1.3, 2.7, -19.7, -11.7, -8.0
34) Cc1c(CC(=O)N[C@@H](CCCNC(N)=O)C(=O)O)c(=O)oc2cc3oc4c(c3cc12)CCCC4
    2.4, x, 13.7, 8.6, 0.8, -1.3, -3.1, -5.5, -16.4
35) COc1ccc(CC(=O)NC(C)c2nnc(SCC(=O)c3ccc(OC)cc3)n2C)cc1 (stereo not drawn)
    1.3, x, 0.0, -0.1, -0.6, -0.2, -1.9, -6.8, -9.2
36) CN(C)S(=O)(=O)Oc1cccc(C(=O)Nc2cccc(Cl)c2)c1
    0.3, 1.0, -10.4, -2.6, 0.1, -2.7, -2.2, 24.4*, 2.1
37) Cc1nnc(SCC(=O)NCC2COc3ccccc3O2)s1 (stereo not drawn)
    -1.0, 0.1, -8.2, 0.7, 0.3, -2.8, -1.2, -2.5, 5.1
38) COC(=O)c1ccc(Oc2nc(Nc3ccc(F)cc3)nc(N3CCCC3)n2)cc1
    -0.5, -1.1, 5.3, -1.4, 0.5, -1.1, 1.4, 1.3, -8.4
39) Cc1nn(C)cc1S(=O)(=O)N1CCN(Cc2ccccc2Cl)CC1
    1.2, x, -4.8, 4.3, -1.9, -4.7, -2.9, 7.0, 11.6
40) O=S(=O)(NC1=NCCC1)c1cccc(NS(=O)(=O)c2ccc(OC(F)(F)F)cc2)c1
    -1.4, -2.3, 8.9, -0.7, -0.9, 0.5, -5.2, 4.0, 4.9

An excerpt from above, reduced to BoNT A protease.
| item | smiles | BoNT A protease |
| --- | --- | --- |
| 28 | CCOc1cc(C(=O)N2CCN(c3ccccc3)CC2)cc(OCC)c1OCC | -0.4 |
| 29 | COc1cc2c(cc1OC)CN(c1ccc(C(N)=O)cc1[N+](=O)[O-])CC2 | 0.2 |
| 30 | COc1ccc(N2CCN(C3CCCN(C(=O)CSC)C3)CC2)cc1 (stereo not drawn) | -0.4 |
| 31 | Clc1ccccc1OCc1nn[nH]n1 | u |

Later entries.
Values in the order: UGM FP inh, BioA inh, GDH-TPI counter, FBA Mtb inh, BoNT A protease, FadD28 FP inh, BoNT F protease, PrPC TRFRET, CCHF vOTU inh
41) C=CCNC(=S)NNC(=O)c1ccc(OCC(C)C)cc1
    -1.2, -2.0, 8.4, 1.3, 0.7, -1.6, 0.6, x, x
42) Cc1c(OCC(=O)NCCN2CCOCC2)ccc2c3c(c(=O)oc12)CCC3
    -1.2, 36.1, 8.6, 14.7, -1.8, 0.1, 2.4, 3.9, 0.7
43) C=CCOc1cccc(C2/C(=C(/O)c3ccc(Cl)cc3)C(=O)C(=O)N2CCN2CCOCC2)c1 (stereo not drawn)
    -0.1, -1.4, 0.9, -2.1, 0.4, -1.4, -0.8, -3.8, 18.3
44) Cc1c(Cl)c([N+](=O)[O-])nn1CCCC(=O)O
    1.5, x, 1.2, 0.2, -0.6, -3.0, -1.5, -0.8, -1.1
45) CCN(CC)C(=O)C(Oc1ccc(S(=O)(=O)N2CCCC2)cc1[N+](=O)[O-])c1ccccc1 (stereo not drawn)
    6.4, 1.8, 5.9, 1.7, -0.8, -2.2, -20.6, -4.1, 13.1
46) O=C(C1=NNCC1c1ccccc1)C1OC1c1ccccc1 (stereo not drawn)
    1.3, x, 10.4, 4.6, -0.1, -0.7, 0.9, -13.1, -1.4
47) Cc1ccc(S(=O)(=O)NCCNS(=O)(=O)c2ccc(C)cc2)cc1
    -0.9, 0.5, 2.6, 6.0, -1.4, -1.7, 8.4, 3.0, 6.8
48) O=C(NCc1cccnc1)c1cccc(OC2CCN(Cc3ccc(CO)o3)CC2)c1
    -0.6, -0.2, 7.0, 3.3, x, -2.2, x, -3.1, -17.2
49) C=CCC1(Cl)C(=O)C(Cl)=C(N2CCOCC2)C1(OC)OC (stereo not drawn)
    1.5, -1.7, -1.1, -1.5, -0.1, -1.6, 0.6, -1.2, -2.0
50) CCNS(=O)(=O)c1ccc(CCC(=O)Nc2ccc3c(c2)OCCO3)cc1
    0.5, -1.5, 9.4, -0.3, 0.2, -2.9, 21.0, 6.7, -12.0
51) C=CCc1cc(OC)ccc1OCC(O)CN1CCN(c2ccc(OC)cc2)CC1 (stereo not drawn)
    1.8&0.7, 0.0, 0.6&-6.3, 2.1&-2.2, u, 0.5&-1.5, -12.8&-8.8, 1.8&-3.2, 4.0&-4.4
52) CN(CC(=O)Nc1ccc(Cl)c(Cl)c1)CC(=O)Nc1ccc2c(c1)OCO2
    0.5, 7.4, -2.2, -0.2, -0.6, -1.6, -7.2, 1.8, 4.9
53) COc1ccc(OCC(=O)Nc2nnc(S(=O)(=O)N3CCCCCC3)s2)cc1
    0.4, 1.2, 4.3, 1.8, 0.1, 0.8, 4.0, -6.4, 1.2
